Source: PubChem BioAssay (Southern Research Specialized Biocontainment Screening Center)
K1F lysis inhibition: inhibition of K1F phage lysis, E. coli UTI89, bacterial capsule biogenesis inhibitors, alamar blue (AID 488966); E. coli UTI89 K1F phage lysis, alamar blue, 2 h; higher % means a stronger effect; inhibition, % at 100 µM; hits with a dose series show IC50 in µM; hit rate 0.02% among 340,000;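 active = phage lysis inhibition, versus mean bacterial control, above a set limit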;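 note: capsule biogenesis inhibitors block K1F phage lysis so surviving cells raise fluorescence; higher fluorescence means more inhibition of phage lysis; actives were called in the ten point dose series up to 300 µM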
* = called active by the depositor; [ ] = remark or other dose. Not all compounds are listed (hit frequency here may not be typical).

SMILES | K1F lysis inhibition
CCCCn1c(N)c(N(CC(C)C)C(=O)C2CCN(S(=O)(=O)c3ccc(C)cc3)CC2)c(=O)[nH]c1=O | 0.8%[50 µM]
O=C(CCNC(=O)c1ccccc1Cl)NCc1cccnc1 | 0.7%[50 µM]
COc1ccc(C(CNC(=O)c2sccc2C)N2CCOCC2)cc1 (stereo not given) | 0.8%[50 µM]
COc1ccc(S(=O)(=O)NCCCc2ccccc2)cc1 | -0.1%
CCOC(=O)c1ccccc1NC(=O)COC(=O)c1ccc(OCC(=O)N2CCOCC2)c(OCC)c1 | 1.2%[50 µM]
COC(=O)C1=C(C)N(CC2CC2)C(=O)N[C@H]1c1ccccc1 | 1.8%
CCCCn1c(N)c(N(CC(C)C)C(=O)C2CC(=O)N(c3ccc4c(c3)OCCO4)C2)c(=O)[nH]c1=O (stereo not given) | 0.9%[50 µM]
CCCCN(CCCC)S(=O)(=O)c1ccc(N2CCCC2=O)c([N+](=O)[O-])c1 | 0.4%
COC(=O)[C@]1(Cc2ccccc2)N[C@H](CN(C)C(=O)NC(C)C)[C@@H]2C(=O)N(C)C(=O)[C@@H]21 | 0.8%
CC1CCC2(CC1)NC(=O)N(CC(=O)Nc1ccc(C(N)=O)cc1)C2=O (stereo not given) | 1.6%[50 µM]
CCCCNc1c(-c2cccc(Sc3ccc(OC)cc3)c2)nc2ccccn12 | 0.9%
Cc1cc[n+](CC[n+]2ccc(C)cc2)cc1 | 2.5%
O=c1ccc(S(=O)(=O)N2CCCC2)cn1Cc1nc(-c2ccccc2)no1 | 0.4%[50 µM]
O=C(NNC(=O)c1ccccc1O)c1ccc(Cl)c(S(=O)(=O)N2CCc3ccccc32)c1 | 0.0%[50 µM]
CC1(c2ccc(Cl)cc2)NC(=O)N(CC(=O)N2CCc3ccccc32)C1=O (stereo not given) | 0.2%[50 µM]
CCNC(=S)N1CCN(S(=O)(=O)c2ccc(Cl)s2)CC1 | -1.3%
O=C(CCNC(=O)c1ccc([N+](=O)[O-])cc1)Nc1cc(Cl)ccc1N1CCOCC1 | 0.4%[50 µM]
O=C(c1cccc(NS(=O)(=O)c2ccc(F)cc2)c1)N1CCN(c2ccccc2)CC1 | -0.9%[50 µM]
Cc1ccc(S(=O)(=O)NCCC(=O)NC2CCN(Cc3ccccc3)CC2)cc1 | -0.2%
CC(=O)NS(=O)(=O)c1ccc(NC(=O)C(C)NS(=O)(=O)/C=C/c2ccccc2)cc1 (stereo not given) | 0.2%
C=CCN1C(=O)c2ccc(C(=O)N3CCN(S(=O)(=O)c4ccc(C(C)C)cc4)CC3)cc2C1=O | 0.2%[50 µM]
COc1cc(NS(=O)(=O)c2cc(NC(C)=O)ccc2OC)c(OC)cc1NC(=O)c1ccccc1 | 0.3%[50 µM]
O=C(OCC(=O)N1CCN(c2ccccc2)CC1)c1ccc([N+](=O)[O-])s1 | -1.6%[50 µM]
CN(C)C(=O)CSc1nc2cc(S(=O)(=O)N3CCOCC3)ccc2o1 | 0.8%
CCCCCCSc1ccc(-c2nc3ccc(Cl)cn3c2NCCCC)cc1OC | 1.5%
COc1ccc(NC(=O)COC(=O)c2cccn2C)cc1S(=O)(=O)N1CCCCC1 | -4.4%
CC(C)(C)OC(=O)N(Cc1ccccc1)Cc1ccccc1OCc1ccc(NC(=O)C2CCC2)cc1 | 0.1%
O=C(NCCC1CCCCN1S(=O)(=O)c1ccc(F)cc1)C(=O)NCc1cccnc1 (stereo not given) | -1.8%
OCC[C@H]1C[C@@H](O)[C@H](O)[C@]2(OCCCc3ccccc32)O1 | 4.5%
COc1ccc(C(CNc2ccc(S(=O)(=O)N3CCN(C)CC3)cc2[N+](=O)[O-])N(C)C)cc1 (stereo not given) | 1.0%[50 µM]
Cc1cc(Cl)ccc1OCC(=O)OCC(=O)NC1CCCC1 | 0.4%[50 µM]
CN(Cc1cnc2nc(N)nc(N)c2n1)c1ccc(C(=O)NC(CCC(=O)O)C(=O)O)c2ccccc12 (stereo not given) | -0.8%
CCN(CC(=O)Nc1ccc2c(c1)OCO2)CC(=O)Nc1ccccc1C(F)(F)F | 1.0%[50 µM]
COc1ccc2[nH]c3c(c2c1)CCN1C(=O)C(CC(=O)NC/C=C(\C)CCC=C(C)C)C[C@H](C(=O)N(C(C)C)C(C)C)[C@@]31C (stereo not given in full) | 0.1%
O=C(Nc1cc(C(=O)N2CCN(c3ccccc3O)CC2)ccc1Cl)c1cccs1 | 0.3%[50 µM]
C=CCOc1ccc(/C=C/C(=O)OCc2csc(CC(=O)Nc3ccccc3C)n2)cc1 | 0.6%[50 µM]
Cc1ccc2c(c1)[C@H]1[C@H](CO2)[C@H](c2ccccc2)[C@]2(C)C(=O)N(Cc3ccccc3)CC(=O)N12 | 0.6%
O=C(OCC(=O)N1CCc2ccccc21)c1ccc([N+](=O)[O-])cc1 | -0.1%[50 µM]
CC1CC(C)(C)CC2(C1)NC(=O)N(CC(=O)N1CCN(S(=O)(=O)c3cccc(Cl)c3Cl)CC1)C2=O (stereo not given) | 2.0%
COc1ccc(-c2csc(NC(C)c3nc4cc(Cl)c(Cl)cc4n3CCOCCO)n2)cc1 (stereo not given) | 3.0%

Random excerpt: 6 compounds from above.
SMILES | K1F lysis inhibition
COc1ccc2[nH]c3c(c2c1)CCN1C(=O)C(CC(=O)NC/C=C(\C)CCC=C(C)C)C[C@H](C(=O)N(C(C)C)C(C)C)[C@@]31C (stereo not given in full) | 0.1%
COc1ccc(NC(=O)COC(=O)c2cccn2C)cc1S(=O)(=O)N1CCCCC1 | -4.4%
CN(C)C(=O)CSc1nc2cc(S(=O)(=O)N3CCOCC3)ccc2o1 | 0.8%
CCCCCCSc1ccc(-c2nc3ccc(Cl)cn3c2NCCCC)cc1OC | 1.5%
Cc1cc(Cl)ccc1OCC(=O)OCC(=O)NC1CCCC1 | 0.4%[50 µM]
COc1cc(NS(=O)(=O)c2cc(NC(C)=O)ccc2OC)c(OC)cc1NC(=O)c1ccccc1 | 0.3%[50 µM]

Going on with the list:
SMILES | K1F lysis inhibition
CCOC(=O)[C@@H]1[C@H]2COc3ccccc3[C@@H]2N2C(=O)N(c3cccc(F)c3)C(=O)[C@@]12C | -0.8%
CC[C@]12c3[nH]c4cc(-c5ccco5)ccc4c3CCN1C(=O)[C@@H](CC(=O)NCc1ccco1)C[C@@H]2C(=O)N1CCN(C(=O)C2CC2)CC1 | 0.1%
CCN(CC)C(=O)[C@H]1C[C@H](CC(=O)NCC23CC4CC(CC(C4)C2)C3)C(=O)N2CCc3c([nH]c4cc(-c5ccco5)ccc34)[C@]12C | 0.1%
CCC(CC)NC(=O)CSc1ccc(S(=O)(=O)N2CCOCC2)cn1 | 0.5%[50 µM]
COc1cc(-c2nnc(NC(=O)C3=COCCO3)o2)cc(OC)c1OC | 0.7%[50 µM]
O=C(COC(=O)c1cccnc1Cl)NC(=O)NC1CCCCC1 | -1.0%
CN1CCN(C2CCN(c3ccc(Nc4nnc(Cl)c(Nc5ccccc5S(C)(=O)=O)n4)c(OC(CF)CF)c3)CC2)CC1 | -0.4%
O=C(CNC(=O)c1cccc(S(=O)(=O)N2CCc3ccccc32)c1)Nc1ccccc1Br | 1.0%[50 µM]
Cc1ccc(NC(=O)COC(=O)Cn2cnc3c2c(=O)n(C)c(=O)n3C)cc1 | 5.0%
Cn1ccnc1SCC(=O)c1c(N)n(C)c(=O)n(C)c1=O | -0.1%
Cc1ccc(C2(C)NC(=O)N(CC(=O)N3CCN(S(=O)(=O)c4cccs4)CC3)C2=O)cc1 (stereo not given) | 1.1%[50 µM]
CC1Cc2ccccc2N1C(=O)CN1CCN(S(=O)(=O)c2cccs2)CC1 (stereo not given) | -0.1%[50 µM]
CCOC(=O)CCCCC1C(CCCC(=O)OCC)C=NN1C (stereo not given) | -1.4%
CC(=O)NC(CC(C)C)C(=O)NC(Cc1ccccc1)C(=O)CCl (stereo not given) | -3.0%
CCCCN(C(=O)c1ccncc1)c1c(N)n(CCC)c(=O)[nH]c1=O | 5.4%
Cn1nc(C(=O)NNC(=O)c2ccccc2Br)c2ccccc2c1=O | 1.2%[50 µM]
CC1(C)CC(=O)C=C(c2cccc(Cl)c2O)C1 | 0.8%
CN(C(=O)COC(=O)c1cc2ccccc2cc1O)c1c(N)n(Cc2ccccc2)c(=O)[nH]c1=O | 1.1%[50 µM]
CCOC(=O)n1cnc2nc(N)nc(SC)c21 | 1.8%
COc1ccc(OCCOC(=O)C(C)NS(=O)(=O)c2ccc(NC(C)=O)cc2)cc1 (stereo not given) | 1.1%[50 µM]
CN(CC(=O)Nc1ccccc1Cl)C(=O)c1ccccc1Sc1ccccc1C#N | 0.0%[50 µM]
NCCC(=O)NCCc1cnc[nH]1 | 0.3%
O=C(Cn1cnc2c(OCc3ccccc3)ncnc21)N[C@H](CO)Cc1cc2ccccc2[nH]1 | 0.1%
Cn1nc(C(=O)NC2CCCC2)c2ccccc2c1=O | 0.6%[50 µM]
Cc1nnc(SCC(=O)c2c(N)n(C3CC3)c(=O)[nH]c2=O)n1C | -1.8%
Cc1ccc(S(=O)(=O)N2CCN(CCOc3ccccc3)CC2)cc1 | 0.9%[50 µM]
CCOc1ncccc1C(=O)NCC(c1ccco1)N1CCCCC1 (stereo not given) | 1.7%
CSc1ncccc1C(=O)Nc1ccccc1N1CCOCC1 | 0.7%[50 µM]
O=S(=O)(Nc1ccccc1N1CCOCC1)c1c(F)cc(F)cc1Br | 0.7%[50 µM]
COc1ccccc1N1CCN(C(=O)CCNC(=O)c2ccco2)CC1 | 0.4%[50 µM]
CN1C(=O)N(CC(=O)N2CCN(c3ncccn3)CC2)C(=O)C12CCCCC2 | 0.4%[50 µM]
CN(C)CCC(C(=O)c1ccccc1)c1ccncc1 (stereo not given) | 0.5%
COc1ccc(NC(=O)C(=O)NCC(c2ccco2)N2CCc3ccccc32)cc1 (stereo not given) | 0.9%[50 µM]
O=S(=O)(NCCc1ccccn1)c1cc(Cl)cc(Cl)c1O | 0.4%[50 µM]
CCc1ccc(C(=O)CN2C(=O)NC3(CCCCCC3)C2=O)cc1 | 1.1%[50 µM]
CCOc1ccc(NS(=O)(=O)c2ccc(Cl)c(C(=O)N(C)Cc3cccnc3)c2)cc1 | 0.2%[50 µM]
CN(Cc1ccccc1F)C(=O)C1CCCN(C(=O)c2ccc(Cl)cc2)C1 (stereo not given) | 0.3%[50 µM]
O=C(Cc1c[nH]c2ccccc12)NCC(=O)Nc1ccc(F)c(F)c1F | 0.3%[50 µM]
Cc1cc(Br)ccc1NC(=O)CN(C)C(=O)C1CCN(C(=O)c2ccc(F)cc2)CC1 | 1.1%[50 µM]
O=C(CCNC(=O)c1ccc(Br)cc1)Nc1ccccc1N1CCOCC1 | 0.2%[50 µM]

Single entries from above:
Result for CSc1ncccc1C(=O)Nc1ccccc1N1CCOCC1 under K1F lysis inhibition: 0.7%[50 µM]
Result for Cc1nnc(SCC(=O)c2c(N)n(C3CC3)c(=O)[nH]c2=O)n1C under K1F lysis inhibition: -1.8%
Result for CCOc1ccc(NS(=O)(=O)c2ccc(Cl)c(C(=O)N(C)Cc3cccnc3)c2)cc1 under K1F lysis inhibition: 0.2%[50 µM]
Result for CN1C(=O)N(CC(=O)N2CCN(c3ncccn3)CC2)C(=O)C12CCCCC2 under K1F lysis inhibition: 0.4%[50 µM]
Result for Cc1cc(Br)ccc1NC(=O)CN(C)C(=O)C1CCN(C(=O)c2ccc(F)cc2)CC1 under K1F lysis inhibition: 1.1%[50 µM]
Result for CN(Cc1ccccc1F)C(=O)C1CCCN(C(=O)c2ccc(Cl)cc2)C1 (stereo not given) under K1F lysis inhibition: 0.3%[50 µM]

More entries follow.
SMILES | K1F lysis inhibition
O=C(Nc1cccc(C2=NCCN2)c1)Nc1cccc(C2=NCCN2)c1 | 251µM*
CCOC(=O)c1c(NC(=O)CN2C(=O)NC3(CCCCC3C)C2=O)sc(C(=O)N(C)C)c1C (stereo not given) | 0.5%[50 µM]
COc1ccccc1NC(=O)COC(=O)c1cc(C)oc1C | -0.6%
COc1ccc(-c2c(C#Cc3ccsc3)c3cc(-c4ccc5c(c4)OCO5)ccc3n2C)cc1 | -0.2%
O=C(COc1coc(CN2CCc3ccccc3C2)cc1=O)N1CCOCC1 | -0.6%
COc1ccc2cc(CO)n(C)c2c1 | -1.6%
COc1cccc(NC(=O)CN(C)C(=O)CCCc2nc3ccccc3c(=O)[nH]2)c1 | 0.7%[50 µM]
CC(C)(C)OC(=O)C[C@@H]1C/C=C\C[C@@H](CC(=O)NCCO)C(=O)NCCOC1=O | -0.2%
Cc1ccc(Cl)cc1NC(=O)COC(=O)CN1C(=O)C2CCCCC2C1=O (stereo not given) | 3.4%
COC(=O)[C@]1(C)CCC[C@@]2(C)C3CC[C@]4(OC(C)=O)C[C@@]3(CCC21)CC4=NO (stereo not given in full) | -0.2%
CN1CC[C@@]2([C@@]34CCN(C)C3Nc3ccccc34)c3ccccc3NC12 (stereo not given in full) | 0.3%
COc1nc(N)nc(NC(=O)c2cccs2)c1N=O | -0.6%
CC1CC(C)CN(C(=O)COC(=O)c2ccc(S(=O)(=O)N(C)c3ccccc3)cc2)C1 (stereo not given) | 0.0%[50 µM]
COc1ccc(-c2oc3ccc(-c4ccc5c(c4)OCO5)cc3c2-c2ccc(OC)nc2)cc1 | 1.4%
CC(=O)c1ccc(S(=O)(=O)N2CCN(c3nc(-c4cccnc4)nc4ccccc34)CC2)cc1 | 1.2%[50 µM]
CCOC(=O)CCCCCCCCC(=O)Nc1ccc(-n2[nH]c(=O)cc2C)cc1 | -1.1%
C=CCN(c1ccccc1OC)S(=O)(=O)c1cccc(C(=O)NCC(c2ccc(OC)cc2)N2CCCC2)c1 (stereo not given) | 0.6%[50 µM]
O=C(Oc1nsnc1N1CCOCC1)N1CCCC1 | 0.4%
CCOCC(=O)Nc1ccc2c(c1)N(S(=O)(=O)c1cccs1)CCC2 | 0.8%[50 µM]
CC1CCCC=CC2CC(OC(=O)CN(C)C)CC2C(O)C=CC(=O)O1 (stereo not given) | -1.1%
